# Screening data as filed in PubChem BioAssay.
# PREPL inhibitor: inhibitors of human prolyl oligopeptidase-like enzyme PREPL | Q4J6C6 | recombinant PREPL, fluorescence polarization activity-based probe | inhibition, % at 5.96 µM | AID 2751 | hit rate 0.68% among 320,000; in the data active means inhibition above about 43%;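 further: 0% = enzyme with DMSO and 100% = wells lacking enzyme; many of its hits are not listed in these tables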
# Target sequence (Q4J6C6 whole entry, looked up): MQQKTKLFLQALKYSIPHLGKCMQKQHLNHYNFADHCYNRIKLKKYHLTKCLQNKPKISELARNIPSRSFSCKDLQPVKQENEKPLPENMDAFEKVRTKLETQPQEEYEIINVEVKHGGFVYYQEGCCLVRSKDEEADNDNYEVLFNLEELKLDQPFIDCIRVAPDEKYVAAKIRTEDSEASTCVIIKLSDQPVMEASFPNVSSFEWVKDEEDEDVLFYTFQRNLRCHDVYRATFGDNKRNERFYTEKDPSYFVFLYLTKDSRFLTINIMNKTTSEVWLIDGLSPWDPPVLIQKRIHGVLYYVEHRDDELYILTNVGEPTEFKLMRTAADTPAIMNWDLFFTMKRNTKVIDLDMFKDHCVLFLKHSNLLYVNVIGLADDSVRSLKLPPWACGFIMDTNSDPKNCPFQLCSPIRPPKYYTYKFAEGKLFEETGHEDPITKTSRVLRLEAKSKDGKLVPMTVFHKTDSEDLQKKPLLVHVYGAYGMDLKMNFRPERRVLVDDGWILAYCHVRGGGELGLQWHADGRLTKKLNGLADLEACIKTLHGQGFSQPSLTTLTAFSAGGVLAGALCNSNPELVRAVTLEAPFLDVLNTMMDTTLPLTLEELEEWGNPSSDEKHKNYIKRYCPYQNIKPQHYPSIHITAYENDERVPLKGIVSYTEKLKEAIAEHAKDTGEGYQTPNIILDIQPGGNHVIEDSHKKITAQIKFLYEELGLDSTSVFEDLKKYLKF
# HCV core dimer: blocks dimerization of HCV core protein; TR-FRET GST/Flag-core106 dimerization, 1536-well; inhibition, % at 5 µM; hit rate 0.33% among 300,000; AID 1899;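 active means inhibition above the mean of all tested compounds plus 3 SD, set per screening campaign, cut at about 45% in these data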
#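 System: GST-tagged and Flag-tagged HCV core protein residues 1-106 / Input: core106 proteins, GST 13.5 nM and Flag 17 nM / Buffer or medium: KF-containing HEPES buffer, pH 7.45, DTT, CHAPS, BSA / Probe or stimulus: Eu-anti-GST and XL665-anti-Flag labelled anti-tag antibodies / Schedule: 4 h, 22.5 °C incubation / Technique: TR-FRET 671 and 617 nm emission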
# PP1 inh: counter-screen for PP5 inhibitors: inhibitors of human PP1-alpha; inhibition, % at 6.7 µM; purified PP1alpha, OMFP fluorescence; P62136; hit rate 0.9% among 320,000;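 active means inhibition above the mean inhibition of all tested compounds plus 3 SD, computed separately for each screening campaign, cut at about 15% in these data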
# PP5 primary: inhibitors of human protein phosphatase 5 (PP5) | P53041 | inhibition, % at 6.7 µM | purified PP5c, OMFP substrate fluorescence | hit rate 0.18% among 320,000;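 active means inhibition above the campaign's mean inhibition across all tested compounds plus 3 SD, cut at about 9.5% in these data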;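 further: 0% = DMSO only and 100% = 100 µM cantharidin control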
# JMJD2C inh: inhibitors of human GASC-1 (JMJD2C) demethylase | Q9H3R0 | GST-JMJD2C(1-420) H3K9me3 demethylation, DELFIA europium | inhibition, % at 2.35 µM | hit rate 0.069% among 330,000 | AID 2099;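 active means more than half of a compound's replicate wells show inhibition beyond 50%, single wells judged on their own value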;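 further: signal counts dimethyl H3K9 product captured on neutravidin plate; 0% = median of DMSO wells and 100% = 0.3 times that DMSO median; strong numbers were not always called active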
# Efflux pump inh: antifungal efflux pump inhibition, Nile Red retention; S. cerevisiae Candida pump triplex; inhibition, % at 10 µM; hit rate 0.44% among 330,000;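 active means plate passing quality check with inhibition over a set limit, or well fluorescence over plate mean plus 4 SD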;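 further: Nile Red retained in pooled yeast measured as flow cytometry median fluorescence; 0% = buffer negative control and 100% = Enniatin B positive control; higher means more Nile Red kept so more efflux inhibition; some compounds called inactive have numbers as strong as hits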
# Fh CTSL1 inh: counter-screen for PFM18AAP inhibitors: inhibitors of F. hepatica cathepsin L1 | hit rate 0.49% among 300,000 | recombinant F. hepatica cathepsin L1, Z-Leu-Arg-MCA fluorescence | inhibition, % at 5.96 µM | AID 1906;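 active means inhibition above the mean of all tested compounds plus 3 SD, set per screening campaign, cut at about 17% in these data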;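 further: 0% = plate median of test compound wells and 100% = 1 µM Z-Phe-Ala-diazomethylketone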
# LYPLA2 inh: blocks human lysophospholipase 2, a PME1 counter-screen; recombinant LYPLA2, FP-Rh probe fluorescence polarization; AID 2177; hit rate 0.38% among 320,000; O95372; inhibition, % at 5.9 µM;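 active means inhibition above the screen-wide mean plus 3 SD, limit set per campaign, cut at about 26% in these data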;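 further: 0% = LYPLA2 with DMSO and 100% = wells lacking LYPLA2 enzyme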
# Target sequence (O95372 whole entry, looked up): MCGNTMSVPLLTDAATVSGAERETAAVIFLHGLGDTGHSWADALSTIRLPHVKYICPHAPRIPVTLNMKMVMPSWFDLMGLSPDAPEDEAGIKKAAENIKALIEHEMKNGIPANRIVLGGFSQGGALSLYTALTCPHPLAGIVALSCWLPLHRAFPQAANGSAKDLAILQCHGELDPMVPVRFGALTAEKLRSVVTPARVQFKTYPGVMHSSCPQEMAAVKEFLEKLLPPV
# TPT1 inh: inhibitors of Candida albicans tRNA 2'-phosphotransferase TPT1; inhibition, % at 5 µM; hit rate 0.81% among 300,000; recombinant caTPT1, FP RNA substrate dephosphorylation;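 active means inhibition above the mean of all tested compounds plus 3 SD, set per screening campaign, cut at about 24% in these data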;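 further: plate controls were DMSO alone for no effect and ferristatin control at 100 nM for full effect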
# * hit, by the source's call; . = not tested or not shown.
SMILES,PREPL inhibitor,HCV core dimer,PP1 inh,PP5 primary,JMJD2C inh,Efflux pump inh,Fh CTSL1 inh,LYPLA2 inh,TPT1 inh
CCn1cc(C(=O)NCCC(C)C)c(=O)c2cc(F)c(N3CCN(C(=O)c4ccco4)CC3)cc21,-9,-4,1,-1.4,-5,0.0,2,-1,4
Cc1ccccc1N1CCN(C2CCCN(C(=O)CCN3CCCO3)C2)CC1 (stereo not given),19,3,-8,2.8,3,-0.1,8,-4,-1
CCc1ccc(NC(=O)CCS(=O)(=O)c2ccc3c(c2)CCN3C(C)=O)cc1,15,1,3,-0.8,-4,-0.2,-3,8,-3
Oc1ccc(C[C@H]2CNC(=S)N2CCc2cc(C(F)(F)F)cc(C(F)(F)F)c2)cc1,-5,-3,1,7.8,-3,.,2,-8,0
Cc1ccc(NC(=O)C(=O)NNC(=O)c2cccs2)cc1,11,-3,-1,-1.0,0,0.0,-2,5,-2
O=C(NC(NC(=S)Nc1ccccc1C(=O)O)C(Cl)(Cl)Cl)c1ccccc1 (stereo not given),-3,13,0,-1.3,12,-0.6,-2,2,2
CCOc1ccc(CN2C(=O)c3ccccc3C2C(=O)NCc2cccnc2)cc1 (stereo not given),0,-2,-1,0.5,0,0.5,-3,-2,-3
Cc1ccc(Nc2nc(N/N=C\c3ccc4c(c3)OCO4)nc(N3CCOCC3)n2)cc1,21,3,-3,2.2,-4,0.2,-9,-3,-3
O=S(=O)(N/N=C/c1ccccc1F)c1ccccc1,6,-6,-2,-1.9,-3,0.1,0,4,-1
Cc1cc(C)c(C(=O)O)c(CC(C)(C)C(=O)O)c1,4,1,0,0.1,8,0.0,4,-7,-3
COc1ccc(NC(=O)C(NC(=O)c2ccc(=O)[nH]c2)c2ccc(C)cc2)cc1 (stereo not given),5,1,-3,0.5,7,-0.1,1,8,-2
COc1ccc(C2CC(=O)c3c(C)nc(N4CCN(Cc5ccccc5)CC4)nc3C2)cc1OC (stereo not given),0,11,6,2.2,-9,0.3,4,-4,6
Cc1ccc(-c2noc(CCCN3C(=O)c4ccccc4C3=O)n2)cc1,-2,-1,0,-1.2,10,-0.1,3,8,1
CCC(CC)C(=O)Nc1cccc(C(=O)Nc2nnc(C)s2)c1,-6,-3,-1,-1.9,1,0.0,1,1,-5
COc1ccc([C@@H]2CC=C(C(=O)O)CN2S(=O)(=O)c2ccc(C)cc2)cc1OC,1,-10,-3,3.6,.,0.0,-1,4,1
COc1ccc(NC(=S)NNC(=S)Nc2cccc(C(F)(F)F)c2)cc1,24,4,5,2.8,-7,0.0,3,-2,-2
O=S(=O)(/C(=C/c1ccc(C(F)(F)F)cc1)c1nc2ccccc2[nH]1)c1ccccc1,0,4,-1,0.8,2,0.2,-2,-53,1
CC1CN(C2=N/C(=C/c3ccc4c(c3)OCO4)C(=O)N2)CC(C)O1 (stereo not given),5,-5,-8,-1.1,-2,0.2,4,5,0
O=C1CC2(CCN(C(=O)c3ccc(Cl)cc3)CC2)Oc2ccccc21,22,2,-4,2.4,9,-0.1,0,3,-2
Cn1c(=O)c2c(ncn2CC(=O)N/N=C/c2ccc(Br)s2)n(C)c1=O,-35,-12,2,2.2,-29,0.0,-1,6,0
O=c1[nH]c2c(s1)C=Nc1ccccc1N2,16,-109,-3,1.4,-6,0.0,0,5,-66
Cc1cccc(NC(=O)N(Cc2nc3ccccc3c(=O)[nH]2)C2CCCC2)c1,10,3,-4,-0.3,-1,0.0,9,-3,0
CCN(CC)C(=O)c1cccc2nc3ccccc3nc12,-6,-1,-6,1.5,10,-0.1,-4,6,-3
CN(CC(=O)Nc1ccccc1Cl)C(=O)COC(=O)/C=C/c1cccs1,-4,.,5,0.1,.,0.0,.,-1,.
NC(=O)C1CCN(C(=O)c2cc3c(s2)CCCC3)CC1,25,1,-1,0.4,0,-0.1,-2,-1,-3

# Further compounds.
SMILES,PREPL inhibitor,HCV core dimer,PP1 inh,PP5 primary,JMJD2C inh,Efflux pump inh,Fh CTSL1 inh,LYPLA2 inh,TPT1 inh
CS(=O)(=O)N1CCN(c2ccccc2NC(=S)NC(=O)c2ccccc2[N+](=O)[O-])CC1,7,7,-2,3.7,44,-0.2,5,2,1
Cn1c(-c2cc3ccc(OC(=O)C(C)(C)C)cc3oc2=O)nc2ccccc21,11,-6,1,3.6,1,0.0,-2,2,-5
Clc1ccc(Oc2nc(N3CCOCC3)nc(N3CCOCC3)n2)c(C2CCCCC2)c1,-4,-3,-2,1.5,-11,0.0,-5,0,1
CC(C)C[C@@H](C(=O)NCc1ccco1)N1C(=O)N2CCc3c([nH]c4ccccc34)[C@@]2(C)C1=O,6,-6,4,0.9,-3,-0.5,1,1,1
COc1ccc(CCNC(=O)NC2CCCCC2)cc1,14,-6,0,2.6,14,-0.1,-4,1,-5
COc1ccc(-n2nc(C(=O)NCC(=O)N3CCN(Cc4ccc5c(c4)OCO5)CC3)c3ccccc3c2=O)cc1OC,-6,-20,0,-6.3,8,-0.1,3,74*,1
O=C(O)c1ccc(S(=O)(=O)Nc2ccc3c(c2)OCCO3)cc1,23,-9,-1,-0.7,17,-0.1,-10,1,-3
COc1ccc(-c2csc(NC(CO)c3nc4ccccc4n3CCCO)n2)cc1 (stereo not given),6,-12,2,0.3,0,-0.1,0,-5,-4
O=C(CSc1nnc(-c2ccccc2O)o1)Oc1ccc(OCc2ccccc2)cc1,1,6,24*,2.2,-18,-0.2,1,0,-4
O=C1C=CN(Cc2ccccc2)CC1,3,3,4,3.2,3,.,3,-1,3
COc1ccc(-c2c(-c3ccsc3)oc(=O)c3cc(OC)c(OC)cc23)cc1,-3,.,-2,2.6,7,0.1,.,10,.
O=C(CCCSc1nc(-c2ccco2)cc(C(F)(F)F)n1)Nc1ccc2c(c1)OCO2,18,5,-1,6.6,13,0.0,1,9,0
COc1cc(C(=O)NCc2nnc(SCC(=O)Nc3c(C)cc(C)cc3C)o2)cc(OC)c1OC,-3,-6,-2,2.6,2,-0.1,-4,-2,0
CCN(CC)C(=O)C(Sc1ccccc1)c1ccccc1 (stereo not given),7,-10,1,0.6,-3,-0.1,3,2,-1
CC(=O)c1cccc(NC(=O)C(=O)Nc2cccc3ccccc23)c1,-2,-2,3,-1.3,-7,0.0,0,7,0
CCn1c(C)nc2cc(C(=O)NNC(=S)Nc3ccccc3OC)ccc21,-4,7,-6,-0.6,-1,0.0,6,-2,1
CN(C)S(=O)(=O)N1CCN(c2ccc([N+](=O)[O-])c(N3CCCCC3)c2)CC1,17,0,4,0.9,8,-0.1,-7,7,-4
CC1NC(=S)N(Cc2ccccc2)C1=O (stereo not given),-13,2,-3,-0.1,21,0.0,-1,1,3
Cc1cc(OCc2cc(C(=O)N(C)C(C)c3ccccn3)no2)cc(C)c1Cl (stereo not given),15,3,4,3.5,4,0.0,-1,2,-1
O=C(NC1CCCCCC1)c1cc2n(n1)C(C(F)(F)F)CC(c1ccco1)N2 (stereo not given),-10,2,0,4.3,0,0.0,-2,13,-6
Brc1ccccc1Cn1c(-c2cscn2)nc2ccccc21,-25,2,2,1.4,15,-0.1,-2,0,-2
Cc1nn2c(NCCN3CCOCC3)c3c(nc2c1-c1ccccc1)CCCC3,10,-3,2,1.3,0,0.0,-1,4,0
CCOc1ccc(S(=O)(=O)NCCC(=O)NCc2cccnc2)cc1,0,-3,0,-1.2,9,0.0,-5,0,-3
O=C(COC(=O)CSc1nnc(-c2ccc(Cl)cc2)o1)Nc1cc(Cl)cc(Cl)c1,-1,-11,-2,4.7,5,0.1,8,-3,0
COCc1c(Br)c(C)nc(OCC(=O)N/N=C/c2cc(C)n(-c3ccc([N+](=O)[O-])cc3)c2C)c1C#N,2,48*,-3,-0.9,6,0.1,4,5,1

# Going on with the list.
SMILES,PREPL inhibitor,HCV core dimer,PP1 inh,PP5 primary,JMJD2C inh,Efflux pump inh,Fh CTSL1 inh,LYPLA2 inh,TPT1 inh
Cc1c(F)cccc1NS(=O)(=O)c1ccc(OCCNS(C)(=O)=O)cc1,-11,-1,-3,3.9,-11,-0.3,-4,-4,-1
CCCN(CCC)C(=S)Nc1cc(C(=O)OC)ccc1C(=O)OC,-5,1,1,2.0,-3,0.1,3,2,-1
Cc1nc(C)c(C(=O)C2=C(O)C(=O)N(CCN(C)C)C2c2ccccc2)s1 (stereo not given),19,-4,-3,3.3,3,0.3,-2,-8,-6
COc1ccc(C(=O)C2CCCN(C(=O)Cn3ccc(C)n3)C2)cc1OC (stereo not given),-5,0,-1,0.4,7,0.0,2,5,0
Brc1cccc(-c2nnc3sc(CN4CCC5(CC4)OCCO5)cn23)c1,5,0,-2,2.9,11,0.1,0,5,-1
CC(C)CN(C(=O)COC(=O)Cc1c[nH]c2ccccc12)c1c(N)n(Cc2ccccc2)c(=O)[nH]c1=O,1,-3,-8,0.3,-5,0.1,-12,5,3
Cc1ccccc1CN1CCN(CC(=O)NCc2ccccc2)CC1,6,7,-2,-1.8,9,-0.1,3,-3,-2
Cc1ccccc1C(N)c1ccncc1 (stereo not given),-1,-3,0,0.2,5,0.0,-2,-6,1
Cc1ccc(S(=O)(=O)c2cc(O)ccc2O)cc1C,5,-11,0,3.0,-8,-0.1,-4,9,2
C=CCC1(N(C(C)=O)c2ccccc2)CCCCC1,3,-3,-2,4.5,-2,0.1,-4,3,4
COc1ccc(CCNC(=O)CNCC2CCCCC2)cc1OC,8,-3,2,-0.3,15,0.0,-3,1,2
COCc1cc(C)nc(OCC(=O)N/N=C/c2ccc(C)o2)c1C#N,-2,1,0,0.0,-4,-0.2,7,2,1
O=C1CCCC2=C1C(c1ccccn1)Nc1ccc(C(=O)c3ccccc3)cc1N2 (stereo not given),19,-4,-4,-4.5,-2,0.0,4,-1,0
CCNc1ccc(C(=O)OCC(=O)NCc2ccccc2Cl)cc1[N+](=O)[O-],1,5,-4,1.3,12,-0.1,5,0,-1
CCCc1nnc(SCc2ccc(C(=O)OC)o2)n1N,1,-3,-3,0.1,6,-0.1,-2,7,-6
CCN(Cc1ccccc1)S(=O)(=O)c1c(N)n(C)c(=O)n(C)c1=O,11,2,-3,2.7,24,0.2,-1,0,-6
N#Cc1sc2nc(-c3ccccc3)cc(-c3ccco3)c2c1N,34,49*,4,1.6,23,0.2,3,2,10
CCN1CCN(C(=O)c2cc3cc4ccc(OC)cc4nc3s2)CC1,0,5,-1,3.0,8,0.1,-4,6,1
Oc1ccc(Cl)cc1-c1cc(-c2ccccc2)n[nH]1,0,-9,3,7.4,-3,0.3,0,-29,-1
COc1ccc(S(=O)(=O)N2CCN(c3ccccc3OC)CC2)cc1C(=O)N1CCCCC1,7,-4,-2,1.2,-6,-0.2,-1,6,-4
C[C@H](NC(=O)c1ccccc1Cl)C(=O)NCc1cccs1,9,-5,-1,-1.7,.,0.0,-3,2,2
COc1ccc(NC(=O)c2cccc3c2C(=O)N(CC2CCCO2)C3)cc1OC (stereo not given),10,1,1,-0.7,0,-0.1,0,-1,2
Cc1cc2c(c(=O)o1)C(c1cccs1)C(C#N)=C(N)O2 (stereo not given),5,-9,-1,-0.1,0,-0.3,2,4,-1
CC1(C)O[C@@H]2C[C@H]3[C@@H]4CCC5=CC(=O)C=C[C@]5(C)[C@@]4(F)[C@@H](O)C[C@]3(C)[C@]2(C(=O)CO)O1,-2,-1,-1,-0.2,10,0.0,5,0,-5

# These rows are one share of the data. The share of hits here may be higher or lower than overall.
